High-throughput results: PubChem BioAssay, several laboratories
TNAP activators: human TNAP enzyme activators, primary screen, biochemical, luminescent, no phosphate acceptor, uHTS (AID 1001); Alkaline phosphatase, tissue-nonspecific isozyme (Homo sapiens); purified TNAP, luminescent activation assay, no phosphate acceptor; higher activation fold means a stronger effect; activation fold at 20 µM; hits with a dose series show EC50 in µM; hit rate 0.03% among 200,000; in the data active means activation fold from about 3, or a potency from the dose series; inactive means the rest, 99 in 100 with activation fold below about 1.6; further: many of its hits are not listed in these tables
SIAH1 antagonists: Siah-1 peptide-binding antagonists, primary screen, biochemical, fluorescence polarization, rhodamine-plectin, uHTS (AID 1817) | Siah-1 / rhodamine-plectin peptide fluorescence polarization; higher % means a stronger effect | one-dose displacement, % at 20 µM; IC50 in µM for titrated hits | hit rate 0.02% among 290,000;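 active means displacement of at least 50% at 20 µM, with a fluorescence ratio check between 0.3 and a set limit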;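 further: plate controls were Siah plus tracer with DMSO for no effect and tracer alone without Siah for full effect; strong numbers were not always called active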
human PMI inhibition: inhibitors of human PMI, primary screen, biochemical, fluorescence intensity, coupled assay (AID 1209). Mannose-6-phosphate isomerase (Homo sapiens). purified PMI enzyme, coupled fluorescence intensity; higher % means a stronger effect. inhibition, % at 20 µM; hits with a dose series show IC50 in µM. hit rate 0.42% among 190,000;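 further: plate controls were DMSO vehicle for no effect and wells lacking substrate for full effect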
PMI inhibition: human PMI inhibitors, high substrate, primary screen, biochemical, fluorescence intensity, high mannose 6-phosphate (AID 1220). Mannose-6-phosphate isomerase (Homo sapiens). recombinant PMI enzyme, coupled fluorescence intensity; higher % means a stronger effect. inhibition, % at 20 µM; hits with a dose series show IC50 in µM. hit rate 0.66% among 190,000
Myeloid diff MLP: induction of myeloid progenitor differentiation, primary screen, cell-based, flow cytometry, MLPCN library | ER-HoxA9 myeloid progenitors, lysozyme-GFP differentiation | hit rate 1% among 360,000 | calls only at 10 µM;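 active means normalized GFP-positive differentiation at or above the plate's own cutoff, the solvent-only control mean plus 3 SD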;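 further: cells exposed to compound for four days before flow analysis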
WT yeast gro inh: growth inhibition of WT strain, primary screen, mitochondrial fusion inhibitor project, WT and mutant strains, chemical genetic | inhibition, % at 10 µM | mitochondrial fusion phenotypic screen | hit rate 2.1% among 190,000 | AID 1362, 2008; in the data active means inhibition above about 58%; tested in S. cerevisiae
XIAP displacement: XIAP antagonists, biochemical, IAP family, fluorescence polarization (AID 1018); E3 ubiquitin-protein ligase XIAP (Homo sapiens); hit rate 0.007% among 200,000; XIAP BIR domain, fluorescence polarization peptide displacement; higher % means a stronger effect; displacement, % at 20 µM; hits with a dose series show IC50 in µM; in the data active means displacement above about 50%; further: a part of the inactive calls stands beside numbers as strong as those of hits
RSV CPE inhibition: RSV antiviral activity via CPE protection, HEp-2 cells, primary 10 µM value included (AID 2391). hit rate 0.13% among 310,000. HEp-2 cells, RSV-induced CPE inhibition; higher % means a stronger effect. CPE inhibition, % at 10 µM, or IC50 in µM where a hit was titrated; in the data active means a potency from the dose series; further: strong numbers were not always called active
PhoP inhibition: inhibitors of PhoP regulon expression, primary screen, Salmonella Typhimurium, GFP reporter (AID 1863); S. Typhimurium PhoP-regulated promoter GFP reporter, 4 h; higher % means a stronger effect; hit rate 0.16% among 300,000; inhibition, % at 50 µM, or IC50 in µM where a hit was titrated;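 active means inhibition over 29.93%, a cutoff 3 SD above the screen mean, later confirmed by dose response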;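 further: 0% = low Mg2+ inducing control and 100% = high Mg2+ repressing control; strong numbers were not always called active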
WT yeast gro inh mutant strain: also measured in WT yeast gro inh; calls as there; inhibition, %; mitochondrial fusion phenotypic screen, mutant strain inhibition
Myeloid diff MLP GFP+ MAC1+ %: also measured in Myeloid diff MLP; calls as there; GFP+ MAC1+ double positive, %; measured here: differentiation confirmed by MAC1 staining
* = called active by the depositor; i = inactive; . = no result given; & = joins results of further samples. Unless noted, no stated cut-off is given here; in the data, active means inhibition above about 50%; inactive means the rest.

SMILES | TNAP activators | SIAH1 antagonists | human PMI inhibition | PMI inhibition | Myeloid diff MLP | Myeloid diff MLP GFP+ MAC1+ % | WT yeast gro inh | WT yeast gro inh mutant strain | XIAP displacement | RSV CPE inhibition | PhoP inhibition
CCOC(=O)CSc1ccc(C(=O)N2CCC3(CC2)OCCO3)cc1[N+](=O)[O-] | . | -4% | . | . | i | 0.5 | . | . | . | 0.5% | 2%
COc1ccc(-c2nc3ccccc3c(=O)n2-c2nccs2)cc1 | 1 | -3% | 11% | 7% | i | 0.8 | -4 | -4 | 1.5% | 3.5% | 29%
COc1ccccc1-n1c(O)c(C=Nc2c(C)n(C)n(-c3ccccc3)c2=O)c(=O)[nH]c1=O | 1.1 | 5% | 11% | 2% | i | 0.4 | 10 | 10 | 30% | 0.7% | 7%
Cc1ccccc1CN1CCN(Cc2ccccc2)CC1 | 1.1 | -1% | -4% | -6% | i | 0.1 | 3 | 1 | -1.7% | 0.1% | -3%
CC(C)CN1CCN(Cc2cccc3c2OCO3)CC1CCO (stereo unspecified) | 1.1 | 0% | 6% | 3% | i | 0.8 | -14 | -2 | -3.8% | 0.0% | 6%
CCOC(=O)C1C(=O)N(C)C2(C)CC1c1ccccc1O2 (stereo unspecified) | 1.1 | 0% | -2% | 0% | i | 2.1 | 24 | 5 | 0.0% | 2.8% | 2%
Fc1cccc(F)c1-c1nc(-c2ccc(Cl)cc2)no1 | . | -1% | . | . | i | 0.4 | . | . | . | 2.5% | -9%
O=C(O)c1cccc2nc3ccccc3nc12 | 1 | 22% | -64% | -87% | i | 4.3 | 11 | -1 | -4.6% | 2.5% | -2%
COc1ccc(CCn2c(O)c(C=NCCCO)c(=O)[nH]c2=O)cc1OC | 1.1 | 3% | -2% | -9% | i | 0.8 | -11 | -11 | -6.0% | -1.0% | 6%
O=C(c1ccco1)c1cn(Cc2ccccc2Cl)c2ccccc12 | 1 | 2% | 3% | 5% | i | 0.5 | 41 | 42 | -1.9% | 1.0% | -2%
CC[N+](CC)(CC)CCCCCCCCCC[N+](CC)(CC)CC | 1.2 | 1% | 2% | 6% | i | 1.4 | 6 | -4 | -6.4% | 1.5% | -1%
COc1cc2c(cc1OC)C(C(=O)NC(C)C)C1CCCCN1C2=O (stereo unspecified) | . | 1% | . | . | i | 0.4 | . | . | . | 0.2% | -11%
CCOP(=O)(OCC)C(NS(=O)(=O)c1ccccc1)C(Cl)(Cl)Cl (stereo unspecified) | 1.1 | 1% | . | . | i | 0.8 | -13 | 11 | -4.1% | 1.2% | -6%
COc1ccc(CCC(=O)NCCc2cnc[nH]2)cc1 | . | 2% | . | . | i | 0.1 | . | . | . | 1.2% | -1%
COc1cccc(N2C(=O)NC(=O)/C(=C\c3cn(C)c4ccccc34)C2=O)c1 | . | -1% | . | . | i | 1.4 | . | . | . | -0.4% | -11%
COc1ccccc1OCC(=O)N1CCN(Cc2ccc3c(c2)OCO3)CC1 | 1 | 0% | -3% | 2% | i | 0.7 | -12 | -4 | -6.9% | -0.5% | -8%
O=C1NC(=S)N(c2ccc(F)cc2)C(=O)/C1=C\c1ccoc1 | 0.7 | 12% | -59% | -78% | i | 0.1 | 0 | -10 | -13% | . | -12%
COP(=O)(Cc1ccc(C#N)o1)OC | . | 9% | . | . | i | 1.0 | . | . | . | -0.2% | -6%
CCCCn1c(=O)c(C(=O)Nc2ccccc2)c(O)c2ccccc21 | 1.1 | 3% | . | . | i | 0.6 | 34 | 2 | -3.4% | -0.1% | -7%
CCN1CCN(Cc2ccc(C)cc2)CC1 | 1 | 5% | -22% | -7% | i | 0.5 | 4 | 18 | -0.9% | 0.8% | -6%
Cc1ccn2nc(S(=O)(=O)Nc3c(F)cccc3F)nc2n1 | 1.1 | -1% | -19% | -14% | i | 0.3 | -9 | -2 | -4.2% | 2.2% | -10%
CCOc1cc(C2C(C#N)=C(N)Oc3c2c(=O)oc2ccccc32)ccc1OC(=O)c1cccs1 (stereo unspecified) | 1 | 2% | 1% | 3% | i | 0.5 | 21 | 7 | -5.0% | 2.1% | 1%
CCOC(=O)C1=C(N)Oc2cc(C)oc(=O)c2C12C(=O)N1c3c(cccc32)C(C)=CC1(C)C (stereo unspecified) | 1 | -2% | 20% | 16% | i | 1.0 | 4 | 16 | -19% | 0.9% | 1%
Cc1nn(Cc2ccc(Cl)cc2Cl)c(Cl)c1C(=O)Nc1ccc(OC(F)F)cc1 | 1 | 6% | 3% | 6% | i | 0.6 | -13 | 2 | -5.0% | 3.5% | 7%
O=C(c1ccc2c(c1)ncn2C1CCCCCC1)N1CCC2(CC1)OCCO2 | 1 | 5% | -2% | -4% | i | 0.8 | -4 | 1 | -3.2% | 0.2% | -5%
Carrying on.
SMILES | TNAP activators | SIAH1 antagonists | human PMI inhibition | PMI inhibition | Myeloid diff MLP | Myeloid diff MLP GFP+ MAC1+ % | WT yeast gro inh | WT yeast gro inh mutant strain | XIAP displacement | RSV CPE inhibition | PhoP inhibition
CC(=Nc1c(C)n(C)n(-c2ccccc2)c1=O)c1c(O)n(Cc2ccccc2)c(=O)[nH]c1=O | 1 | -2% | 7% | 7% | i | 1.5 | 7 | -1 | -5.2% | 1.2% | 36%
O=c1[nH]c(=O)n(CCC2=CCCCC2)c(O)c1C=NCc1cccnc1 | 0.9 | 1% | -4% | 6% | i | 1.2 | -18 | -9 | -5.9% | 1.4% | 7%
CCN(CC)P(=O)(NC(=O)C(Cl)(Cl)Cl)N(CC)CC.[Cl-].[Cl-].[Cl-].[Nd+3] | 1 | 9% | -15% | -12% | i | 1.3&0.5 | 8 | 23 | -24% | -1.7% | 9%
O=C1C2CCCN2C(c2ccncc2)N1c1ccc(Cl)c(Cl)c1 (stereo unspecified) | 1.1 | 3% | 5% | 3% | i | 0.5 | 3 | 11 | -4.2% | -0.9% | 1%
CC1CCC(N2CCN(C(=O)COc3ccccc3)CC2)CC1 (stereo unspecified) | . | 0% | . | . | i | 1.8 | . | . | . | 1.5% | -2%
CCC(=Nc1ccc2c(c1)CCC2)c1c(O)n(-c2ccc(OC)cc2)c(=O)[nH]c1=O | . | 1% | . | . | i | 0.3 | . | . | . | 3.1% | -7%
CC(C)c1ccc(N2C(=O)NC(=O)/C(=C/c3cnc(-c4ccccc4)nc3)C2=O)cc1 | 1.1 | -2% | 4% | -7% | i | 0.8 | 3 | -2 | -2.8% | 2.1% | -8%
O=C(c1ccc(Cl)cc1)C1CCCN(C2CCSCC2)C1 (stereo unspecified) | 1 | 1% | 5% | -4% | i | 0.2 | -6 | 9 | -6.2% | -1.7% | 3%
Cc1cc(C)[n+](C2C3CC4CC(C3)CC2C4)o1 (stereo unspecified) | 1.1 | -3% | -16% | -11% | i | 0.8 | 10 | 0 | -5.4% | 0.2% | 32%
O=C(CN1C(=O)CN=C(c2ccccc2Cl)c2cc(Cl)ccc21)NCc1ccco1 | 1 | -5% | 12% | 12% | i | 3.1 | -28 | -25 | -3.9% | -1.2% | 1%
CCCCCCC(=O)N/N=C/c1c(O)n(C2CC2)c(=S)[nH]c1=O | . | -8% | . | . | i | 0.2 | . | . | . | 2.9% | -1%
FC(F)(F)c1cccc(NC2=NCCCS2)c1 | . | 1% | . | . | i | 0.1 | . | . | . | 0.2% | 3%
CC(C)N1C(=O)NC(=O)C2(Cc3cc([N+](=O)[O-])ccc3N(C)C2c2ccccc2)C1=O (stereo unspecified) | 1 | 3% | 9% | 2% | i | 0.3 | 25 | -2 | -7.9% | 9.4% | -1%
N=C1c2ccccc2CN1NC(=O)c1ccccc1 | 1.1 | -6% | 8% | -1% | i | 0.8 | 1 | -2 | -12% | 0.0% | -7%
O=C(Cc1ccc(N(CCCl)CCCl)cc1)NC(Cc1ccc(Cl)cc1)C(=O)O (stereo unspecified) | . | 5% | . | . | i | 1.0 | . | . | . | -0.6% | 4%
Cc1cccc(C)c1N1CCN(c2c(C)cccc2C)CC1 | . | 5% | . | . | i | 0.7 | . | . | . | 0.3% | 0%
CCN(CC)CCCNC(=O)c1c(O)c2ccccc2n(Cc2ccccc2)c1=O | 1.1 | 2% | -2% | -9% | i | 0.2 | 5 | 2 | -6.0% | -0.8% | 0%
COc1ccc(Cn2c(N)c(C(=O)NCc3ccco3)c3nc4ccccc4nc32)cc1OC | 1.1 | -1% | 10% | 38% | i | 3.4 | -4 | -3 | -0.2% | 0.9% | -11%
CC(C)c1onc(C(=O)N2CCC3(CC2)OCCO3)c1[N+](=O)[O-] | . | -5% | . | . | i | 3.0 | . | . | . | 1.2% | 3%
CC/C(=C\C=C\[C@@H]1C=C[C@@H]2CCC[C@H]2[C@@H]1C(=O)c1ccc[nH]1)[C@@H]1O[C@@H]([C@@H](C)C(=O)O)CC[C@@H]1C | 1 | 0% | 5% | 4% | . | . | 81* | 76* | -4.7% | -1.4% | -11%
COc1ccc(Cc2nccc3cc(OC)c(OC)cc23)cc1OC | 1 | 18% | -50% | -6% | i | 5.2 | 0 | -12 | -4.8% | -0.1% | 6%&-5%
N#CCCn1cc(C(=O)Nc2ccccc2Cl)c(-c2ccc([N+](=O)[O-])cc2)n1 | 1 | 12% | 4% | 6% | i | 0.4 | 5 | -4 | -7.0% | 3.7% | 20%

Exported tab-delimited: part of the list above.
structure	TNAP activators	SIAH1 antagonists	human PMI inhibition	PMI inhibition	Myeloid diff MLP	Myeloid diff MLP GFP+ MAC1+ %	WT yeast gro inh	WT yeast gro inh mutant strain	XIAP displacement	RSV CPE inhibition	PhoP inhibition
O=C(Cc1ccc(N(CCCl)CCCl)cc1)NC(Cc1ccc(Cl)cc1)C(=O)O (stereo unspecified)	.	5%	.	.	i	1.0	.	.	.	-0.6%	4%
Cc1cccc(C)c1N1CCN(c2c(C)cccc2C)CC1	.	5%	.	.	i	0.7	.	.	.	0.3%	0%
CCN(CC)CCCNC(=O)c1c(O)c2ccccc2n(Cc2ccccc2)c1=O	1.1	2%	-2%	-9%	i	0.2	5	2	-6.0%	-0.8%	0%
COc1ccc(Cn2c(N)c(C(=O)NCc3ccco3)c3nc4ccccc4nc32)cc1OC	1.1	-1%	10%	38%	i	3.4	-4	-3	-0.2%	0.9%	-11%
CC(C)c1onc(C(=O)N2CCC3(CC2)OCCO3)c1[N+](=O)[O-]	.	-5%	.	.	i	3.0	.	.	.	1.2%	3%
CC/C(=C\C=C\[C@@H]1C=C[C@@H]2CCC[C@H]2[C@@H]1C(=O)c1ccc[nH]1)[C@@H]1O[C@@H]([C@@H](C)C(=O)O)CC[C@@H]1C	1	0%	5%	4%	.	.	81*	76*	-4.7%	-1.4%	-11%
COc1ccc(Cc2nccc3cc(OC)c(OC)cc23)cc1OC	1	18%	-50%	-6%	i	5.2	0	-12	-4.8%	-0.1%	6%&-5%
N#CCCn1cc(C(=O)Nc2ccccc2Cl)c(-c2ccc([N+](=O)[O-])cc2)n1	1	12%	4%	6%	i	0.4	5	-4	-7.0%	3.7%	20%

These rows are one share of the data. The share of hits here may be higher or lower than overall.
